Compound activity (PubChem BioAssay)
NTR1 agonist: agonists of NTR1, primary screen, imaging, U2OS cells, beta-arrestin-GFP, high content (AID 493036) | NTR1-U2OS beta-arrestin-GFP spot imaging, agonist mode | 330,000 compounds, 0.17% hits | activation, % at 20 µM;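 active = activation at or above 40% of the spot to cytoplasm intensity ratio, with at least 20 cells analyzed; inconclusive = wells under 20 cells, flagged as cytotoxic or low count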;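 also: 0% = DMSO without peptide and 100% = 100 nM NTR1 peptide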
Target sequence (P30989 whole entry, looked up): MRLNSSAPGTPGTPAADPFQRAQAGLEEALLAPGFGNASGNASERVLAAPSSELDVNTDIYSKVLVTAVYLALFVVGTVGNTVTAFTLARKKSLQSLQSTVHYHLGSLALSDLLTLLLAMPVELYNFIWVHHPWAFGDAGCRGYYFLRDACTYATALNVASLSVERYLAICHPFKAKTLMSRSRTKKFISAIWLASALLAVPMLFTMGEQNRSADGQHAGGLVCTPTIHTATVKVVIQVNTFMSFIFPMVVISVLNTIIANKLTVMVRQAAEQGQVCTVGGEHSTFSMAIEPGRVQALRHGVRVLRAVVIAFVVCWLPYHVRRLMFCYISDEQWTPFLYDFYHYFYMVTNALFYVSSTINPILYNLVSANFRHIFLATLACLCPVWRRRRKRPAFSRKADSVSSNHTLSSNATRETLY
Rac1 GTP hydrolysis: MgcRacGAP GTPase-activating activity inhibitors, confirmation, biochemical, ADP Hunter fluorescence; Rac GTPase-activating protein 1 (Homo sapiens); 340,000 compounds, 0.6% hits; inhibition, % at 30 µM, or IC50 in µM where a hit was titrated; MgcRacGAP-stimulated Rac1 GTP hydrolysis, ADP Hunter fluorescence; higher % means a stronger effect; GST-tagged Rac1 F28L mutant substrate; AID 624330, 2012;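 active = first-screen hits whose inhibition reached a set limit at any dose in the follow-up dose series; inconclusive = inhibition above the set first-screen limit but never retested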;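 also: fluorescence reports GDP produced by GAP-driven GTP hydrolysis; strong numbers were not always called active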
SV40 large T antigen: SV40 large T antigen inhibitors, biochemical (AID 1903). inhibition, % at 20 µM; hits with a dose series show IC50 in µM. 310,000 compounds, 0.39% hits. SV40 large T antigen ATPase/helicase inhibition assay; higher % means a stronger effect; in the data active = a potency from the dose series; inconclusive = inhibition mostly from about 32% at the one dose, without a potency; inactive = the rest, 99 in 100 with inhibition below about 32%; also: strong numbers were not always called active
TNAP activators: human TNAP enzyme activators, primary screen, biochemical, luminescent, no phosphate acceptor, uHTS (AID 1001); Alkaline phosphatase, tissue-nonspecific isozyme (Homo sapiens); purified TNAP, luminescent activation assay, no phosphate acceptor; higher activation fold means a stronger effect; activation fold at 20 µM; hits with a dose series show EC50 in µM; 200,000 compounds, 0.03% hits; in the data active = activation fold from about 3, or a potency from the dose series; inactive = the rest, 99 in 100 with activation fold below about 1.6; also: many of its hits are not listed in these tables
T cell modulator: modulators of CD8 T cell-vesicle binding, primary screen, mouse 2C CD8+ T cells, flow cytometry; calls only at 7 µM; AID 2052, 2009; 2C CD8+ T cell-vesicle binding; hits give low values; 330,000 compounds, 0.068% hits;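 active = response, share of CD8 T cells binding vesicles, and their 90th percentile fluorescence all below set limits, cut at about 80% in these data, passing the limit was not always enough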
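Material: murine 2C transgenic CD8+ T lymphocytes / Also added: QL9-peptide-loaded Drosophila micro-vesicles bearing Ld, ICAM-1 and B7-1 / Schedule: binding step 1.5 h, 37 °C, antibody labelling 20 min, ice / Signal: flow cytometry, PE anti-B7-1 (FL2) versus Alexa647 anti-CD8 (FL8), PFA-fixed / Evaluation: percent CD8+ FL2 mean versus row control / Benchmarks: naked versus QL9-loaded vesicles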
UTI89 phage lysis: inhibition of K1F phage lysis, E. coli UTI89, bacterial capsule biogenesis inhibitors, alamar blue (AID 488966); E. coli UTI89 K1F phage lysis, alamar blue, 2 h; higher % means a stronger effect; inhibition, % at 100 µM, or IC50 in µM where a hit was titrated; 340,000 compounds, 0.02% hits;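 active = phage lysis inhibition, versus mean bacterial control, above a set limit; inconclusive = no clear call, values can overlap the other calls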;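 also: capsule biogenesis inhibitors block K1F phage lysis so surviving cells raise fluorescence; higher fluorescence means more inhibition of phage lysis; actives were called in the ten point dose series up to 300 µM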
Myeloid diff 2: induction of myeloid progenitor differentiation, primary screen, cell-based, flow cytometry, MLPCN library. AID 624256, 2012. calls only at 10 µM. 360,000 compounds, 1% hits. ER-HoxA9 myeloid progenitors, lysozyme-GFP differentiation;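 active = normalized GFP-positive differentiation at or above the plate's own cutoff, the solvent-only control mean plus 3 SD; inconclusive = no clear call, values can overlap the other calls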;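 also: cells exposed to compound for four days before flow analysis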
PhoP inhibition: inhibitors of PhoP regulon expression, primary screen, Salmonella Typhimurium, GFP reporter (AID 1863); one-dose inhibition, % at 50 µM; IC50 in µM for titrated hits; 300,000 compounds, 0.16% hits; S. Typhimurium PhoP-regulated promoter GFP reporter, 4 h; higher % means a stronger effect;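 active = inhibition over 29.93%, a cutoff 3 SD above the screen mean, later confirmed by dose response; inconclusive = inhibition over 29.93% but no dose response follow-up; inactive = inhibition at most 29.93% or unconfirmed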;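 also: 0% = low Mg2+ inducing control and 100% = high Mg2+ repressing control; strong numbers were not always called active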
RSV CPE inhibition: RSV antiviral activity via CPE protection, HEp-2 cells, primary 10 µM value included (AID 2391); HEp-2 cells, RSV-induced CPE inhibition; higher % means a stronger effect; one-dose CPE inhibition, % at 10 µM; IC50 in µM for titrated hits; 310,000 compounds, 0.13% hits; in the data active = a potency from the dose series; inconclusive = CPE inhibition mostly from about 23% at the one dose, without a potency; inactive = the rest, 99 in 100 with CPE inhibition below about 21%; also: strong numbers were not always called active
T cell modulator vesicle-bound %: further read-out of T cell modulator, marked with its call; double positive events, %; measured here: CD8+ vesicle-bound cell fraction;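 binding gate set so that unloaded-vesicle control wells show 10% double positive cells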
NTR1 agonist cell count 20 µM: second read-out of NTR1 agonist, no call of its own (marks repeat the call); cell count; measured here: cell count, cytotoxicity flag
Myeloid diff 2 GFP+ MAC1+ %: further read-out of Myeloid diff 2, marked with its call; GFP+ MAC1+ double positive, %; measured here: differentiation confirmed by MAC1 staining
* = called active by the depositor; i = inactive; u = inconclusive; x = no result given; + = active, no number; & = joins results of further samples; [ ] = remark or other dose. Rows were taken by chance; about 2.3% have a hit in one of these screens.

SMILES	NTR1 agonist	NTR1 agonist cell count 20 µM	Rac1 GTP hydrolysis	SV40 large T antigen	TNAP activators	T cell modulator	T cell modulator vesicle-bound %	UTI89 phage lysis	Myeloid diff 2	Myeloid diff 2 GFP+ MAC1+ %	PhoP inhibition	RSV CPE inhibition
Cc1ccccc1OCC(=O)NCCCNC(=O)c1cccnc1	-2.3	41	-3%	2%	x	i	22	0.4%	i	2.5	-4%	3.6%
CCN(CC)C(=O)C[n+]1cccc(C(N)=O)c1	-0.3	91	5%	7%	1.1	i	57	0.1%	i	0.9	-4%	1.5%
CCCOc1ccc(S(=O)(=O)n2cc(F)c(=O)[nH]c2=O)cc1	-0.2	47	6%	6%	x	i	23	-0.3%	u	x	-1%	5.2%
c1ccc(-c2ccc(C(c3ccccc3)n3ccnc3)cc2)cc1 (centres undefined)	x	x	-7%	16%&11%&3%	x	i	30	14%	i	14	-8%&8%&1%	7.2%
O=C(O)Cc1ccc2oc(-c3ccccn3)nc2c1	-0.5	54	11%	1%	x	i	51	0.4%	i	1.1	10%	1.5%
O=C(CSc1ccc(/C=N/NC(=O)c2cccc(F)c2)o1)Nc1ccccc1	0.2	47	7%	3%	1	i	35	-2.5%	i	2.0	1%	12%
CC(=O)c1cccc(Nc2ncnc3ccc(Br)cc23)c1	1.3	79	-10%	9%	x	i	14	-0.1%	i	0.1	3%	-0.1%
O=C(Cc1cccs1)N1CCC(c2nc3c(nnn3Cc3ccccc3Cl)c(=O)[nH]2)CC1	3.9	55	-2%	5%	1.1	i	24	1.1%	i	1.7	-13%	-2.4%
COc1ccc(CNC(=S)Nc2cccc(C)c2)cc1	1.0	45	10%	7%	1.1	i	33	0.3%	i	1.2	-2%	4.8%
COc1ccc(CCNS(=O)(=O)c2cc(/C=C/C(=O)O)ccc2C)cc1OC	-0.3	42	8%	9%	1	i	63	1.6%	i	0.3	0%	-0.4%
Cn1ncc(Br)c1NC(=O)c1ccco1	-0.9	84	10%	-1%	x	i	21	0.1%	i	0.5	-5%	0.1%
Cc1ccc(C(C(=O)NCC2CCCO2)N(C(=O)c2snc(C(N)=O)c2N)c2ccc(C(C)C)cc2)o1 (centres undefined)	1.9	40	4%	9%	x	i	21	-0.4%	i	0.5	2%	6.8%

The closing 3 records of the part above lead into the next:
SMILES	NTR1 agonist	NTR1 agonist cell count 20 µM	Rac1 GTP hydrolysis	SV40 large T antigen	TNAP activators	T cell modulator	T cell modulator vesicle-bound %	UTI89 phage lysis	Myeloid diff 2	Myeloid diff 2 GFP+ MAC1+ %	PhoP inhibition	RSV CPE inhibition
COc1ccc(CCNS(=O)(=O)c2cc(/C=C/C(=O)O)ccc2C)cc1OC	-0.3	42	8%	9%	1	i	63	1.6%	i	0.3	0%	-0.4%
Cn1ncc(Br)c1NC(=O)c1ccco1	-0.9	84	10%	-1%	x	i	21	0.1%	i	0.5	-5%	0.1%
Cc1ccc(C(C(=O)NCC2CCCO2)N(C(=O)c2snc(C(N)=O)c2N)c2ccc(C(C)C)cc2)o1 (centres undefined)	1.9	40	4%	9%	x	i	21	-0.4%	i	0.5	2%	6.8%
CCCOc1ccc(Cc2c(Cl)nc(SC)nc2NC)cc1	0.9	83	7%	10%	1.1	i	61	0.1%	i	0.3	13%	2.1%
O=C(Nc1ccc(N2CCCC2)cc1)c1cc(Cl)ccc1Cl	6.8	59	25%	15%	x	i	54	1.5%	+	0.7*	-2%	-1.2%
CCOCCn1c(C(C)O)nc2ccccc21 (centres undefined)	-1.9	43	-1%	8%	1.1	i	47	0.0%	i	0.6	-4%	2.3%
Cc1ccc(NS(=O)(=O)c2ccc(NC(=O)C(C)Sc3ccc(Cl)cc3)cc2)c(C)c1 (centres undefined)	7.5	88	12%	7%	0.8	i	64	0.5%	i	1.0	-2%	11%
Cc1ccc(C2=Nc3c(ccc4ccccc34)C(c3ccncc3)=NN2)cc1	x	x	2%	x	0.9	x	x	0.7%	i	0.0	x	x
NNC(=S)Nc1ccc(C(F)(F)F)cc1Cl	0.6	64	7%	8%	x	i	22	-0.6%	i	0.7	-3%	3.6%
O=C(NC1CCCCC1)C1CCN(S(=O)(=O)N2CCCCCC2)CC1	2.2	65	-1%	19%	0.9	i	36	2.1%	i	5.9	0%	0.8%
Cc1ccc2ccc3cccnc3c2n1	x	x	11%	11%	x	i	60	0.3%	i	1.8	0%	-1.1%
Brc1ccc(-c2noc(-c3ccccn3)n2)o1	-0.9	83	2%	4%	x	i	56	0.6%	i	0.2	3%	-2.0%
CCC(=O)NC(=S)Nc1ccc(-c2nc3ccc(C)cc3s2)cc1	-0.4	73	12%	11%	1	i	28	4.4%	i	0.7	-16%	2.3%
CC(=O)c1ccc(OC(C)c2nc3ccccc3s2)cc1 (centres undefined)	1.0	60	7%	3%	x	i	16	0.3%	i	0.9	3%	2.5%
Cc1cc(C)n(C(=O)CCC2COc3ccccc3O2)n1 (centres undefined)	-0.2	59	11%	5%	1.1	i	39	0.0%	i	0.2	-8%	3.0%

Overlap with the part before: 3 entries, followed by the next part.
SMILES	NTR1 agonist	NTR1 agonist cell count 20 µM	Rac1 GTP hydrolysis	SV40 large T antigen	TNAP activators	T cell modulator	T cell modulator vesicle-bound %	UTI89 phage lysis	Myeloid diff 2	Myeloid diff 2 GFP+ MAC1+ %	PhoP inhibition	RSV CPE inhibition
CCC(=O)NC(=S)Nc1ccc(-c2nc3ccc(C)cc3s2)cc1	-0.4	73	12%	11%	1	i	28	4.4%	i	0.7	-16%	2.3%
CC(=O)c1ccc(OC(C)c2nc3ccccc3s2)cc1 (centres undefined)	1.0	60	7%	3%	x	i	16	0.3%	i	0.9	3%	2.5%
Cc1cc(C)n(C(=O)CCC2COc3ccccc3O2)n1 (centres undefined)	-0.2	59	11%	5%	1.1	i	39	0.0%	i	0.2	-8%	3.0%
CCOc1cc(N2CCOCC2)c(OCC)cc1NC(=O)c1ccc(OC)cc1	1.3	68	12%	12%	1.1	i	48	0.0%	i	0.6	8%	3.5%
COC(=O)c1ccc(OCC(=O)c2ccc(O)cc2O)cc1	-0.3	96	-4%	1%	1.2	i	46	-0.2%	i	1.0	-10%	0.5%
CCN(CC)C(=O)c1sc(NC(=O)c2ccncc2)c(C(=O)OC)c1C	-1.1	61	5%	24%	1.1	i	39	4.2%	i	0.3	6%	1.7%
O=C(CSc1ccc(-c2ccc(F)cc2)nn1)N1CCN(c2ccccc2)CC1	0.3	45	5%	-68%	1.2	i	43	1.3%[50 µM]	i	0.6	8%	1.9%
CN(C1CCCCC1)S(=O)(=O)c1ccc2c(c1)CCC(=O)N2	-0.8	61	1%	x	x	x	x	1.0%[50 µM]	i	1.0	x	x
CCN(CC)CCCNC(=O)c1cn(CC)c2ccc(S(=O)(=O)N(C)C3CCCCC3)cc2c1=O	0.2	63	-4%	8%	x	i	26	1.8%	i	0.2	-14%	-1.3%
O=C(NC1CCCCC1)C(=O)c1c(-c2ccccc2)[nH]c2ccccc12	2.2	70	14%	3%	1.1	i	28	-1.8%	i	1.0	-6%	2.4%
CCS(=O)(=O)c1nc(S(=O)(=O)c2ccc(C)cc2)c(N2CC(C)OC(C)C2)s1 (centres undefined)	-0.7	42	6%	13%	x	i	42	-0.1%	+	4.5*	-7%	4.1%
COc1cccc(NC(=O)CCP(C)(=O)O)c1	0.1	63	11%	6%	1.1	i	26	-0.1%	i	1.5	4%	1.3%
CC(=O)NCCc1nc2ccccc2n1CCOc1cccc(C)c1	-1.2	57	0%	6%	x	i	26	-0.1%	i	0.1	-13%	5.0%
O=S(=O)(c1ccccc1)n1ccc(-c2cnc(-c3ccccc3)s2)n1	0.2	90	4%	6%	1.1	i	2	0.6%	i	1.0	2%	0.8%
O=C1C2CC=CCC2C(=O)N1c1n[nH]c(CCc2ccccc2)n1 (centres undefined)	0.0	78	2%	2%	0.2	i	29	3.5%	i	0.8	-6%	-0.9%
CN1C(=O)C(=O)N(CC(=O)Nc2ccccc2OC(F)F)C1=O	2.0	64	0%	x	x	i	41	0.6%[50 µM]	i	0.1	x	1.5%
CCN(Cc1ccccc1)C(=O)Cn1cnc2c1c(=O)n(C)c(=O)n2C	1.0	72	4%	8%	1.1	i	17	0.3%	i	0.8	-3%	0.6%
Cc1cc(=O)n2nc(N3CCC(C(=O)NCCc4ccccc4)CC3)sc2n1	-0.7	42	18%	-1%	1.1	i	10	0.3%	i	1.2	-1%	-0.8%
